IMPase Li cell – IMPase inhibition in cells with lithium potentiation. CHO-M1 cells, IP1 TR-FRET (IP-One), carbachol + lithium. Potency, µM (titrated, usually from 59.4 µM), for the others: at the top dose activity, negative = IMPase inhibition, most hits filed as inhibitors. 0.35% of 210,000 active;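 note: IP1 builds up when IMPase is blocked and the TR-FRET signal falls; plate controls were basal vehicle for no effect and high inhibitor control for full effect; nearly all actives have a fitted effect of over 50% in size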
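Readout is a homogeneous TR-FRET IP1 immunoassay (Ex 320, Em 665 and 620), where raised cytosolic IP1 lowers signal. Cells were CHO-M1 treated 30 min at 37C with test compounds plus a little lithium; AC50 values came from Hill-equation fitting.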
SMN2 splice up – SMN2 splice variant enhancement | Potency, µM (top dose mostly 46.1 µM), without a hit: top-dose activity change, positive = activation, most hits filed as activators | 2.8% of 210,000 active | HEK293 SMN2-luciferase splicing reporter, luminescence, 30-36 h; note: % of control where 0% means no effect; nearly all actives have a fitted effect of over 55% in size
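HEK293 cells carry an SMN2 minigene-luciferase reporter in which exon 7 inclusion puts luciferase in frame. Cells were seeded at 2000 cells/well, attached for 10-12 hours, then exposed to compounds for 30-36 hours at 37C before ONE-Glo luminescence.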
NPSR antag – neuropeptide S receptor (human) antagonism, cAMP; AID 1461; 1% of 220,000 active; CHO-NPSR cells, cAMP TR-FRET, antagonist mode; Q6W5P4; Potency, µM (titrated, usually from 38.3 µM), without a hit: at the top dose activity change, negative = inhibition, hits mostly inhibitors; note: % is set by controls: 0 for no effect and ±100 for the full control effect; nearly all actives have a fitted effect of over 50% in size; many of its hits are not listed in these tables
Target sequence (Q6W5P4 whole entry, looked up): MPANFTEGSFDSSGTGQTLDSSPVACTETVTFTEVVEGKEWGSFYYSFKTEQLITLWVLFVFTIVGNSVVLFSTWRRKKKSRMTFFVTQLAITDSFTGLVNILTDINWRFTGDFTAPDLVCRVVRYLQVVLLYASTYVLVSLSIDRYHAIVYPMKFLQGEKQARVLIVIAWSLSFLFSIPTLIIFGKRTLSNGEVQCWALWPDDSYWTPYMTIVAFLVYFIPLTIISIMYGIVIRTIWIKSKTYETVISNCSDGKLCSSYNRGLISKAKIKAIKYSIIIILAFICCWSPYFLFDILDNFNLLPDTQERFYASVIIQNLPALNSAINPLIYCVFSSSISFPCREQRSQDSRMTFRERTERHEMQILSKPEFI
RECQ1 inh – inhibitors of human RECQ1 DNA helicase; Potency, µM (top dose mostly 57.3 µM), inactives show top-dose activity, negative = inhibition, usual class: inhibitors; 0.54% of 240,000 active; P46063; RECQ1 DNA unwinding, red fluorescence kinetic read;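 note: plate controls were vehicle for no effect and no enzyme for full effect; nearly all actives have a fitted effect of over 30% in size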
Target sequence (P46063 whole entry, looked up): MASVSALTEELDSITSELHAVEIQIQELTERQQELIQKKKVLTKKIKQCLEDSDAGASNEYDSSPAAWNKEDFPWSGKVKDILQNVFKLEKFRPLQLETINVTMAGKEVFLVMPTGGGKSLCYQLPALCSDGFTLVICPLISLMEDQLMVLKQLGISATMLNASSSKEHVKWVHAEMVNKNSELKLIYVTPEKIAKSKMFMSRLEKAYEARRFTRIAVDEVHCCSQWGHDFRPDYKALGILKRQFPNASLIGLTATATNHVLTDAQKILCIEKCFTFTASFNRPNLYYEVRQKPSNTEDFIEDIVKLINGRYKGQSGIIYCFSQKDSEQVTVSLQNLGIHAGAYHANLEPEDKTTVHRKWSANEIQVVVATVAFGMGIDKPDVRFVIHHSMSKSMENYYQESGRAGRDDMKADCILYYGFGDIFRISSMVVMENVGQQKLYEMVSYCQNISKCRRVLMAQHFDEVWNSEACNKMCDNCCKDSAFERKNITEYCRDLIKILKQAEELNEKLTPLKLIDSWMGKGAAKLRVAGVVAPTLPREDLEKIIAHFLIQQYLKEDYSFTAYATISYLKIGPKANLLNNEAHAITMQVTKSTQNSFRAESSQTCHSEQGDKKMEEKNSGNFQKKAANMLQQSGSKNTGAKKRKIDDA
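50 nM RECQ1T1 preincubated 15 min with compound in Tris pH 8.0 buffer with MgCl2, DTT, Tween-20 and 2.5 ug/ml poly(dI-dC); started with 200 nM TAMRA/BHQ-2 forked duplex and 2 mM ATP. Unwinding read as fluorescence (525/598 nm), two reads 2 h apart.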
GoLoco inh red – inhibitors of human Gai1-RGS12 GoLoco interaction (red fluorophore); P63096; Gai1:RGS12 GoLoco peptide FP, rhodamine, 10 min; Potency, µM (series often up to 61.6 µM), inactives show top-dose activity, negative = inhibition, hits mostly inhibitors; 0.44% of 230,000 active; AID 880; active = well fitted inhibition curve with a large enough effect, not every such curve was filed as active; inactive = no such curve, though single readings can be large or run the other way; note: % is set by controls: 0 for no effect and ±100 for the full control effect; nearly all actives have a fitted effect of over 30% in size; many of its hits are not listed in these tables
KinaseGlo FLuc – counter-screen: inhibitors of Kinase-Glo firefly luciferase | Q27757 | Kinase-Glo luciferase, ATP luminescence, 8 min | Potency, µM (highest dose often 38.3 µM), inactives show at the highest dose activity change, negative = inhibition, actives largely listed as inhibitors | 0.28% of 200,000 active; note: % is set by controls: 0 for no effect and ±100 for the full control effect; nearly all actives have a fitted effect of over 60% in size
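Compounds were added to a substrate mix at pH 7.2 (50 mM imidazole, 10 uM ATP, within the enzyme's linear range), followed by Kinase-Glo detection reagent; luminescence was measured after 8 minutes at ambient temperature.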
KDM4E inh – inhibitors of human JMJD2E histone demethylase | 1.6% of 230,000 active | Potency, µM (titrated, usually from 57.1 µM), for the others: at the top dose activity change, negative = inhibition, most hits filed as inhibitors | JMJD2E catalytic domain, FDH-coupled NADH fluorescence (FDH is formaldehyde dehydrogenase) | AID 2147; active = well fitted inhibition curve with a large enough effect, not every such curve was filed as active; inconclusive = small, poorly fitted or top-dose-only effect, or another doubt; inactive = no such curve, though single readings can be large or run the other way;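 note: 0% = wells with enzyme and -100% = buffer wells without enzyme; nearly all actives have a fitted effect of over 50% in size; many of its hits are not listed in these tables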
Epigenetic reg – derepresses silenced GFP reporter in murine cells | murine LDR cells, GFP reporter derepression, 30 h | Potency, µM (titrated, usually from 53.9 µM), inactives show at the highest dose GFP activation, hits mostly activators | 0.2% of 280,000 active | AID 1865; note: % of control where 0% means no effect; nearly all actives have a fitted effect of over 60% in size
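Readout is the number of GFP-expressing murine LDR cells, counted by cytometry following washing. Cells were treated with compound for 30 h at 37 C; the stably integrated CMV-GFP locus is normally silent.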
The depositor's hits bear a star; i = inactive; u = inconclusive; x = no result given; & = joins results of further samples; [ ] = dose if it differs, or a comment. Unless noted, calls come from the whole dose curve; as a rule, active = well fitted curve in the direction sought with a large enough effect; inconclusive = small, poorly fitted or top-dose-only effect, or another doubt; inactive = no such curve, though single readings can be large; an effect the other way counts as inactive or inconclusive. Potency is the fitted concentration of half-maximal effect.

Order of results – IMPase Li cell	SMN2 splice up	NPSR antag	RECQ1 inh	GoLoco inh red	KinaseGlo FLuc	KDM4E inh	Epigenetic reg
Cc1ccc(Cl)c2c1NC(=O)C2(O)CC(=O)c1ccccc1O (stereo unspecified)
→ -6%	4%	-8%[46.1 µM]	i	11%	0%	10%	4.0%
Cc1sc(NC(=O)c2oc3ccccc3c2C)c(C#N)c1C
→ u	0%	u	-2%	18%	5%	u	0.9%
Cn1nc([N+](=O)[O-])nc1Oc1ccccc1F
→ 7%	10%	17%	-2%	6%	0%	4%	1.1%
CN(C(=O)NC1CCCCC1)c1ccccc1
→ 0%	-8%	9%	i	16%	1%	3%	-0.7%[10.1 µM]
COCCn1c(SCC(N)=O)nnc1-c1c[nH]c2ccccc12
→ 4%[38.3 µM]	0%	4%[46.1 µM]	-13%	4%	-4%	4%	0.0%
NS(=O)(=O)c1ccc(CCNC(=O)Cc2ccccc2[N+](=O)[O-])cc1
→ -8%	-6%	8%	i	1%	0%	-2%	3.4%
COc1ccccc1-c1coc2cc(O)cc(O)c2c1=O
→ 29%[38.3 µM]	25%	-24%[46.1 µM]	2%	6%	-3%	5%	-1.0%
CCc1ccc(C(=O)NCc2ccc(Cl)cc2Cl)cc1
→ -1%	16%	-26%	-6%	-26%	-3%	2%	-1.9%
NC1=NC[C@H](c2ccccc2)N1CCc1cc(C(F)(F)F)cc(C(F)(F)F)c1
→ x	x	-49%	i	3%	x	10%	5.6%
Cc1cc(C)n2c(SCCN3C(=O)c4ccccc4C3=O)nnc2n1
→ -2%	-6%	4%[46.1 µM]	1%	-8%	0%	4%	0.0%

Three compounds from above, sorted by formula weight, highest first.
Order of results – IMPase Li cell	SMN2 splice up	NPSR antag	RECQ1 inh	GoLoco inh red	KinaseGlo FLuc	KDM4E inh	Epigenetic reg
Cc1cc(C)n2c(SCCN3C(=O)c4ccccc4C3=O)nnc2n1
→ -2%	-6%	4%[46.1 µM]	1%	-8%	0%	4%	0.0%
COCCn1c(SCC(N)=O)nnc1-c1c[nH]c2ccccc12
→ 4%[38.3 µM]	0%	4%[46.1 µM]	-13%	4%	-4%	4%	0.0%
CCc1ccc(C(=O)NCc2ccc(Cl)cc2Cl)cc1
→ -1%	16%	-26%	-6%	-26%	-3%	2%	-1.9%

The list goes on:
Order of results – IMPase Li cell	SMN2 splice up	NPSR antag	RECQ1 inh	GoLoco inh red	KinaseGlo FLuc	KDM4E inh	Epigenetic reg
CCCCN1CCCC1CNC(=O)c1cc(C#N)c2ccccc2c1OC (stereo unspecified)
→ x	x	-36%	17%	17%	x	u	-0.1%
O=C(CCn1cnnn1)Nc1ccc(F)cc1
→ 0%	12%&0%	11%	-1%	-2%	-1%	3%	-1.1%&-1.1%
COc1cc(OC)c2ccc(=O)oc2c1
→ -7%	10%	x	i	9%	-1%	u	3.7%
Cc1cc(NC(=O)CSc2nnc(NC(=O)C3CC(=O)N(c4ccccc4)C3)s2)no1 (stereo unspecified)
→ -4%	11%	-2%	-10%	5%	-3%	-1%	-1.3%
CS/C(N)=N/N=C/c1ccc2c(c1)OCO2
→ x	x	-1%[7.67 µM]	-6%	1%	x	2%	-1.4%
C#CCOCCOCCOCCNc1nc(N2CCN(C(=O)[C@H](CCC(=O)O)n3cc(C(N)[C@H](C)CC)nn3)CC2)nc(N2CCN(C(=O)[C@H](CCC(=O)O)n3cc(C(N)[C@H](C)CC)nn3)CC2)n1 (stereo partly specified)
→ -2%	x	-20%	-10%	5%	x	3%	0.7%
CCC(Oc1cc(Cl)ccc1Cl)C(=O)NNC(=O)CCC(=O)O (stereo unspecified)
→ 0%	0%	5%	-4%	6%	2%	9%	3.4%
Cc1ccc(-c2nn(C)c(=O)c3ccccc23)cc1S(=O)(=O)N1CCCC1
→ 20%[38.3 µM]	13%	-24%[46.1 µM]	-12%	-1%	2%	2%	-0.8%
N=C1C(c2nc3ccccc3c(=O)[nH]2)=C(O)CN1c1ccccc1
→ 21%[38.3 µM]	-12%	-13%[46.1 µM]	i	13%	1%	u	5.2%
CCOC(=O)c1c(-c2cccs2)csc1NC(=O)CN(CC)CC
→ 11%[38.3 µM]	-30%[inhibitor]	u	-18%	-15%	1%	u	-1.0%

Some of the entries so far, with each value named.
N=C1C(c2nc3ccccc3c(=O)[nH]2)=C(O)CN1c1ccccc1
  IMPase Li cell: 21%[38.3 µM]
  SMN2 splice up: -12%
  NPSR antag: -13%[46.1 µM]
  RECQ1 inh: i
  GoLoco inh red: 13%
  KinaseGlo FLuc: 1%
  KDM4E inh: u
  Epigenetic reg: 5.2%

CCCCN1CCCC1CNC(=O)c1cc(C#N)c2ccccc2c1OC (stereo unspecified)
  IMPase Li cell: x
  SMN2 splice up: x
  NPSR antag: -36%
  RECQ1 inh: 17%
  GoLoco inh red: 17%
  KinaseGlo FLuc: x
  KDM4E inh: u
  Epigenetic reg: -0.1%

O=C(CCn1cnnn1)Nc1ccc(F)cc1
  IMPase Li cell: 0%
  SMN2 splice up: 12%&0%
  NPSR antag: 11%
  RECQ1 inh: -1%
  GoLoco inh red: -2%
  KinaseGlo FLuc: -1%
  KDM4E inh: 3%
  Epigenetic reg: -1.1%&-1.1%

Other structures:
smiles | IMPase Li cell | SMN2 splice up | NPSR antag | RECQ1 inh | GoLoco inh red | KinaseGlo FLuc | KDM4E inh | Epigenetic reg
COc1ccc(O)c(/C=N/NC(=S)Nc2cccc(S(=O)(=O)N(C)C)c2)c1 | -15% | -59%[inhibitor] | u | i | 9% | -2% | -6% | 0.0%
Cc1c(Cl)c(C(F)(F)F)nn1CC(=O)NCc1ccco1 | -4% | -17% | 7% | -13% | 19% | 4% | -7% | 2.0%
Cc1cccc(S(=O)(=O)c2c(N)n(-c3ccccc3)c3nc4ccccc4nc23)c1 | -9% | 23% | -35% | -9% | 15% | -2% | u | -1.9%
Clc1ccc(CSc2nccn2Cc2ccccc2)cc1 | -2%[38.3 µM] | -13% | -23%[46.1 µM] | -12% | 234%[activator] | -4% | -3% | 0.9%
Cc1nn(-c2ccccc2)c(Cl)c1C(=O)NCCN(C)C | -6% | x | 11% | i | 6% | x | 5% | -0.2%
O=C(Nc1ccccc1C(F)(F)F)c1cc(S(=O)(=O)N2CCC3(CC2)OCCO3)ccc1F | -2%[38.3 µM] | -31%[inhibitor] | -10%[46.1 µM] | -2% | -1% | -2% | -6% | -2.1%
CCCCc1cc(=O)oc2cc(C)cc(O)c12 | 11%[38.3 µM] | -37%[inhibitor] | -3%[46.1 µM] | i | 5% | 0% | -1% | 1.1%
O=C(c1ccc(COc2ccccc2Cl)o1)N1CCN(Cc2ccc3c(c2)OCO3)CC1 | 28%[38.3 µM] | -15%&2% | -24%[46.1 µM] | -8% | 7%&-7% | -2%&-1% | -2%&-11% | -2.7%&-2.0%
CCN(C(=O)CN1C=NS(=O)(=O)c2ccccc21)c1ccccc1 | 3% | 4% | 16% | -12% | 5% | -3% | 14% | -0.5%
O=C(Nc1ccc2c(c1)OCO2)C(c1ccccc1)N1CCN(C(=O)c2ccco2)CC1 (stereo unspecified) | 24%[38.3 µM] | x | -12%[46.1 µM] | 2% | 3% | 14% | 0% | -0.8%
Cc1ccccc1N(C(=O)Cn1nnc(-c2cccs2)n1)C(C(=O)NCCC(C)C)c1ccco1 (stereo unspecified) | 6%[38.3 µM] | 4% | 2%[46.1 µM] | -4% | -11% | -4% | 6% | -2.3%
COc1ccc(NCc2nnc(SCC#N)n2-c2ccccc2OC)cc1 | -8%[38.3 µM] | -18% | -26%[46.1 µM] | -9% | 1% | 15% | 8% | -1.2%
CS(=O)(=O)c1ccc2nc(NC(=O)CN3C(=O)C4CC=CCC4C3=O)sc2c1 (stereo unspecified) | -5% | 9% | 6% | i | -3% | 1% | 6% | 1.1%
CC(=O)c1cccc(-n2nnnc2SCC(=O)Nc2cccc(NC(=O)c3ccco3)c2)c1 | 8%[38.3 µM] | -5% | -12%[46.1 µM] | i | -3% | -2% | 5% | 0.1%
COc1ccc(S(=O)(=O)N2CCCCC2)cc1NCC(=O)Nc1ccc(C)cc1 | x | x | -20% | -30% | -1% | x | -5% | 0.0%
O=C(CSc1nc2ccccc2[nH]1)NC1CCS(=O)(=O)C1 (stereo unspecified) | 13%[38.3 µM] | -5% | -2%[46.1 µM] | -1% | -2% | 2% | 16% | -1.1%
Cc1cccc(NC(=S)N(CCCN(C)C)Cc2cc3cc4c(cc3[nH]c2=O)OCO4)c1 | 12% | x | 9% | -2% | 9% | -3% | u | 0.0%
COC(=O)c1ccc(NC(=O)CSc2nnc(COc3c(C)cccc3C)o2)cc1 | 19%[38.3 µM] | -9% | 0%[46.1 µM] | i | -10% | -2% | -2% | -0.7%
Cc1ccc(NC(=S)N(CCCN2CCOCC2)Cc2ccco2)cc1 | 9% | 2% | -1% | -4% | -3% | 0% | 5% | 0.2%
C[C@@H]1NC(=O)c2cc([N+](=O)[O-])cc(F)c2NCCC[C@@H](C(N)=O)NC(=O)[C@H](CC(N)=O)NC1=O | 6% | 12% | 13% | -2% | -7% | 10% | 12% | -0.6%
Cc1ccc(-c2nc(SCC(=O)NCC3CCCO3)c(-c3ccccc3)[nH]2)cc1 (stereo unspecified) | 14% | -10% | -12% | -3% | 9% | -2% | 1% | 0.4%
CSc1cccc(NC(=S)N2CCC(N(C)C3CCCCC3)CC2)c1 | 10% | -34% | -15% | 2% | -1% | 3% | -5% | -0.1%
COc1ccccc1C1C(C(=O)c2sc(C)nc2C)=C(O)C(=O)N1CCN1CCOCC1 (stereo unspecified) | x | x | 2%[46.1 µM] | -15% | x | x | -4% | -6.9%
COc1ccc(NC(=O)CN2CCN(S(=O)(=O)c3ccc(C(C)C)cc3)CC2)cc1OC | 30%[38.3 µM] | -30%[inhibitor] | -21%[46.1 µM] | 5% | 6% | 0% | 3% | 0.0%
CNNC(=S)NC1CC2CC1C1C=CCC21 (stereo unspecified) | x | x | -15% | i | 5% | x | 15% | -0.8%

These rows are one share of the data; rates above refer to the full screens.
